Jurkat NFkB inh: lowers PMA/ionomycin-induced NF-kB signal in Jurkat cells; AID 435003; PMA/ionomycin-induced NF-kB luciferase reporter, luminescence; inhibition, % at 4 µM; 0.53% of 330,000 active
697 NFkB inh: lowers PMA/ionomycin-induced NF-kB signal in 697 B cells; 697 B-cell NF-kB luciferase reporter, 16 h; inhibition, % at 4 µM; 0.33% of 330,000 active; AID 435022; in the data active = inhibition above about 35%
SENP8 inh: blocks the human protease SENP8 | 1.2% of 330,000 active | Q96LD8 | AID 2540 | inhibition, % at 10 µM | purified SENP8, Z-RLRGG-aminoluciferin cleavage, luminescence
Target sequence (Q96LD8 whole entry, looked up): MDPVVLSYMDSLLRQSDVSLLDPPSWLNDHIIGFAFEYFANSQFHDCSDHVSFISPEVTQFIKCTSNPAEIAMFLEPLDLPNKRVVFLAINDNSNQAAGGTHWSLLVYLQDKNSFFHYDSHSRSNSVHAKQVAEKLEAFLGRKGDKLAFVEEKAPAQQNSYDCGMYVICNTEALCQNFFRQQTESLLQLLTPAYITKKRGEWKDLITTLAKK
Apaf-1 inh: human Apaf-1 inhibition | O14727 | reconstituted apoptosome caspase-3 activity, DEVD-Rh110 fluorescence | inhibition, % at 20 µM | 0.71% of 330,000 active | AID 489030; active = inhibition of at least 40% at 20 µM;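 also: plate controls were DMSO wells for no effect and DEVD-CHO caspase inhibitor wells for full effect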
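System – cell-free apoptosome with Apaf-1, procaspase-3 and caspase-9 · Buffer or medium – pH 7.5 Hepes buffer with CHAPS, BSA, DTT · Also added – cytochrome c with DEVD-Rh110 · Times – 30 min compound preincubation, 50 min activation, room temperature · Technique – Rh110 fluorescence intensity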
UBC13 polyUb: inhibitors of human UBC13 polyubiquitin chain formation; TR-FRET; inhibition, % at 20 µM; 0.47% of 330,000 active; AID 485273; in the data active = inhibition above about 45%, passing the limit was not always enough
EBI2 block: EBI2 (human) antagonism; P32249; EBI2 beta-arrestin recruitment, luminescence, 7a,25-OHC stimulated; inhibition, % at 5 µM; 0.81% of 360,000 active; AID 651636; in the data active = inhibition above about 38%;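 also: enzyme fragment complementation signal reports receptor beta-arrestin coupling in cells; 0% = agonist plus DMSO wells and 100% = wells without agonist; some results beyond the cut were filed as inactive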
Target sequence (P32249 whole entry, looked up, the tested form may be a part): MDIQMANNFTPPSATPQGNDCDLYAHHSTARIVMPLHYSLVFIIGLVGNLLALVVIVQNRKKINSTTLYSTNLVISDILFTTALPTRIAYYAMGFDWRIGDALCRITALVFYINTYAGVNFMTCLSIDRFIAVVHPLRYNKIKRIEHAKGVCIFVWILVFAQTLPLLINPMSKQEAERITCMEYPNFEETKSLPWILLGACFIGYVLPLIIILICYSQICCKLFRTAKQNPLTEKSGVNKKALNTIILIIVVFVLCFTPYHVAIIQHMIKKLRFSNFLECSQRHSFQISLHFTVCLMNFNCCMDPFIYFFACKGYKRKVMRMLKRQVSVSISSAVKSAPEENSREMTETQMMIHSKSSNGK
Gli-Sufu block: blocks Gli-Sufu signaling in a luciferase reporter; Sufu-KO-LIGHT fibroblasts, Gli luciferase reporter luminescence; inhibition, % at 5 µM; 0.74% of 340,000 active;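 active = inhibition above about 55%, limit read from the data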;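 also: 0% = DMSO-treated cells and 100% = wells with medium but no cells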
CCR6 antag: CCR6 (human) receptor antagonism | AID 493098 | 0.49% of 340,000 active | inhibition, % at 20 µM | CHO-K1 CCR6 PathHunter beta-arrestin, luminescence, CCL20-stimulated;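 active = compounds whose inhibition of the agonist-driven luminescence signal at 20 µM reaches about 50%, limit read from the data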;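 also: cells stimulated with CCL20 at 14 nM final; plate controls were DMSO with CCL20 for no effect and DMSO without agonist for full effect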
Target sequence (P51684 whole entry, looked up): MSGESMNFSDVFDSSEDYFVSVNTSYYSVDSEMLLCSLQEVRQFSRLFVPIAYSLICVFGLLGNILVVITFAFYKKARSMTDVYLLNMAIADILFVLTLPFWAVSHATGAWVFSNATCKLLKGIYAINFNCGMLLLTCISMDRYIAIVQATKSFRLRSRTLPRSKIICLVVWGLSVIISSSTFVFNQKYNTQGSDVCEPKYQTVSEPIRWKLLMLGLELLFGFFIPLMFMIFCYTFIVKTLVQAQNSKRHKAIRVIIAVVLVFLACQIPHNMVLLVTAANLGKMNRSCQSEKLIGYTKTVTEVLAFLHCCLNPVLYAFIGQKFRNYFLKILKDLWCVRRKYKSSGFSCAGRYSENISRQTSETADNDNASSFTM
Numbers without * were called inactive; / = not tested or not shown. Rule as the data show it, unless noted: active = inhibition above about 50%; inactive = the rest. Only part of the results is shown; rates above refer to the full screens.

Values in the order – Jurkat NFkB inh, 697 NFkB inh, SENP8 inh, Apaf-1 inh, UBC13 polyUb, EBI2 block, Gli-Sufu block, CCR6 antag
- CC(C(=O)O)N1CCCCC1 (stereo unspecified)
    -1, 19, 4, -6, 18, -6, 5, 4
- CC(C)OC(=O)c1c(NC(=O)CCC(=O)O)sc2c1CCCCC2
    -4, -1, 5, 3, -7, 4, -11, 8
- COc1ccc(OCc2nnc(SCC(=O)NC3CC4CCC3C4)o2)cc1 (stereo unspecified)
    -8, -7, -10, 8, -5, 12, -13, 8
- O=C(Nc1ccc2ccccc2c1)c1cccc(F)c1
    -200, -221, 60*, 7, -1, 8, -94, 2
- O=C(O)c1cc(-c2ccc(Cl)c(Cl)c2)n(-c2ccc(F)cc2)n1
    7, 9, 4, 4, -4, 11, 5, -6
- NC(=O)N/N=C/c1ccc(OCc2cccc(Cl)c2)cc1
    -17, -4, -16, 21, -7, -6, -16, -9
- CN(C(=O)COC(=O)c1cccc(S(=O)(=O)N2CCCCCC2)c1)C1CCS(=O)(=O)C1 (stereo unspecified)
    16, -3, 15, 1, 2, -6, 4, 10
- c1ccc2c(Nc3nc(N4CCOCC4)c4ccccc4n3)cccc2c1
    -7, -25, -8, 9, 11, 21, 28, -3
- O=C(Nc1nccs1)C1CCN(S(=O)(=O)c2ccc(F)cc2)CC1
    13, -6, 0, 2, 0, 0, 11, 15
- COc1ccccc1CNC(=O)COC(=O)c1ncc(Cl)c(Cl)c1Cl
    9, -10, -8, 7, 0, -20, 2, -13
- c1cncc(-c2nc(N3CCOCC3)c3c4c(sc3n2)CCC4)c1
    2, -46, 3, -12, 27, 16, 9, 20
- COc1ccc(N2CCN(CCS(=O)(=O)c3cc(Cl)ccc3Cl)CC2)cc1
    1, 11, 6, 1, 5, -32, 3, 7
- COc1ccc(CCNC(=O)CSc2cn(Cc3cccc(C)c3)c3ccccc23)cc1OC
    -9, -37, -1, 21, 11, 55*, 1, 30
- COc1ccc([C@@H]2[C@H]3C(=O)N(c4cccc(C(F)(F)F)c4)C(=O)[C@H]3ON2C)cc1
    1, 5, 0, 13, -2, -2, 25, 6
- CCn1c(CCCOc2ccc(Cl)cc2Cl)n[nH]c1=S
    -23, -19, 4, 13, -18, -9, -17, 17
- COc1ccc(/C=C2\SC(=N)N(c3ccc(F)cc3)C2=O)cc1OC
    -2, -5, -13, 12, -19, 3, -4, 6
- CC1CN(S(=O)(=O)c2ccc(NC(=O)c3ccco3)cc2)CC(C)O1 (stereo unspecified)
    5, -12, 3, 3, 5, -6, 4, 5
- CCCCc1ccc(NC(=O)N[C@H](C(=O)O)C(C)CC)cc1 (stereo partly specified)
    -1, 14, 6, -9, 2, 9, 9, 4
- COC(=O)c1cn(NC(=O)c2cc(OC)cc(OC)c2)c(=O)c2ccccc12
    -3, 11, 4, 4, 3, 6, -4, -11
- O=C(O)c1ccc(/C=C2\SC(=S)N(NC(=O)c3ccccc3[N+](=O)[O-])C2=O)cc1
    -10, -17, -10, 14, -13, 1, 3, 22
- O=C(/C=C\Nc1ccc2c(c1)OCO2)c1ccc(Cl)s1
    -201, -407, 18, -8, -15, 11, -114, 6
- CCOc1cc(N2CCOCC2)c(OCC)cc1NC(=O)COC(=O)c1ccc(Cl)nc1
    -4, 22, 7, 0, -2, -5, 6, -4
- O=C(NCCC1=CCCCC1)C(=O)c1c[nH]c2ccccc12
    -24, -60, -17, 9, 11, 10, -48, 9
- Cc1ccc(NC(=O)C2CC(=O)N(C(C)C)C2)cc1Cl (stereo unspecified)
    9, 3, -2, -17, 12, -6, -16, -9
- Cc1noc(C)c1C(=O)Nc1ccc(F)c(F)c1
    -1, 13, -7, 5, -4, -8, -6, -24
- COc1ccc(-c2nc(C#N)c(NCCN(C)C)o2)cc1
    1, 13, 2, 6, 10, 0, 4, 7
- Cc1ccc(-n2nnnc2-c2ccco2)cc1
    3, 5, 2, -2, 0, -18, 20, 4
- Cc1ccccc1Nc1nc(N)nc(CSc2nc3ccccc3s2)n1
    7, -10, -4, 10, 8, 8, -3, 6
- Cc1[nH]c(=O)[nH]c(=O)c1S(=O)(=O)Nc1ccc(F)c(Cl)c1
    1, 16, -2, -7, -5, 12, 1, 7
- Cn1ncc(Br)c1NC(=O)Nc1ccc(OC(F)(F)F)cc1
    2, 9, 2, 1, 4, -2, 6, -11
- COC(=O)c1cc(NC(=O)CN2C(=O)C(=O)N(C3CCCC3)C2=O)cc(C(=O)OC)c1
    -20, -28, 7, 2, -2, -5, 7, -6
- CC(=O)CCSc1nnc(-c2cccc(S(=O)(=O)N3CCOCC3)c2)o1
    -5, 24, 4, 5, 1, -1, -4, 9
- CCc1cc(=O)oc2cc(C)cc(OC(C)C(=O)NCCCN3CCCC3=O)c12 (stereo unspecified)
    5, 9, 1, -8, 13, -5, 27, 0
- O=C(NC1CCCCC1)c1ccc(-c2cccc([N+](=O)[O-])c2)o1
    -161, -239, 2, 11, -4, 10, -42, 11
- Cc1ccccc1OCCSCc1nc2ccccc2[nH]1
    4, -7, -6, 3, 1, 17, 2, -10
- Cn1cnc(S(=O)(=O)Nc2cc(C(F)(F)F)ccc2N2CCOCC2)c1
    3, 0, -2, -12, -2, -16, -1, -2
- CC(C)CN(C(=O)COC(=O)c1ccc(Cl)nc1)c1c(N)n(Cc2ccccc2)c(=O)[nH]c1=O
    -6, 22, 15, -2, 2, 2, -18, -2
- Nc1[nH]c(=O)[nH]c(=O)c1N=Nc1ccccc1Cl
    -3, 0, 13, 0, -20, 8, 13, 24
- COc1ccc(NC(=O)C(c2cc3c(cc2[N+](=O)[O-])OCO3)N(C)Cc2ccccc2)cc1 (stereo unspecified)
    -4, -10, -2, 8, 5, 12, 5, -2
- CC(C)C(=O)Nc1ccc(NC(=O)c2ccc(COc3ccccc3)cc2)cc1
    -11, -20, -1, -13, -19, 9, 14, -7
- COc1ccc(C(C)=O)cc1CN1C(=O)NC2(CCCCCC2)C1=O
    -4, 29, 4, 2, 15, -11, -21, -3
- CCOC(=O)c1sc2nc(CC(=O)OC)nc(N(C)CCc3ccccn3)c2c1C
    4, 2, -3, 5, -3, -3, 6, 10
- CCN(CC)C(C(=O)Nc1ccc(C(C)C)cc1)c1ccc2c(c1)OCO2 (stereo unspecified)
    8, 5, 2, 23, 5, -10, 15, 45
- COC(=O)Nc1ccccc1C(=O)N1CCN(c2ccc(C)cc2)CC1
    0, -2, -5, -1, -1, -4, 4, -11
- CC(=O)c1ccc(N2CCN(S(=O)(=O)c3c(C)[nH]c(=O)[nH]c3=O)CC2)cc1
    3, 3, -4, 1, -1, -5, 0, 1

Complete entries from above.
Profile of CCN(CC)C(C(=O)Nc1ccc(C(C)C)cc1)c1ccc2c(c1)OCO2 (stereo unspecified) : Jurkat NFkB inh = 8; 697 NFkB inh = 5; SENP8 inh = 2; Apaf-1 inh = 23; UBC13 polyUb = 5; EBI2 block = -10; Gli-Sufu block = 15; CCR6 antag = 45
Profile of O=C(NC1CCCCC1)c1ccc(-c2cccc([N+](=O)[O-])c2)o1 : Jurkat NFkB inh = -161; 697 NFkB inh = -239; SENP8 inh = 2; Apaf-1 inh = 11; UBC13 polyUb = -4; EBI2 block = 10; Gli-Sufu block = -42; CCR6 antag = 11

Remaining list, next part.
Values in the order – Jurkat NFkB inh, 697 NFkB inh, SENP8 inh, Apaf-1 inh, UBC13 polyUb, EBI2 block, Gli-Sufu block, CCR6 antag
- Cn1nc(-c2ccccc2)c(CSc2cccc(Cl)c2)c1Cl
    14, -7, -6, 21, 8, 14, -3, 13
- Cc1nc(N)ncc1Sc1ccccc1
    -1, 14, -3, -18, 6, 1, 1, 5
- CC(C)(C)c1cccc(OCCCSc2ncccn2)c1
    -18, -15, 1, 11, 7, -3, -11, 13
- Nc1ncnc2c1ncn2[C@@H]1O[C@H](CNC(=O)[C@@H](N)Cc2ccccc2)[C@@H](O)[C@H]1O
    /, 4, /, 7, /, -2, -6, 29
- Cn1c(Cn2nnc3ccccc32)nnc1SCC(N)=O
    6, 4, -8, -15, -1, -15, 4, -2
- O=C(CSc1nccc(=O)[nH]1)N1c2ccccc2CCc2ccccc21
    -4, 14, 6, -11, 1, 0, 4, 9
- CC(=O)c1cc2c(cc1NS(=O)(=O)c1ccc(C)cc1)OCCO2
    33, -2, 10, 3, 1, 1, 2, 3
- Cc1ccc(CNC(=O)C2CC(c3ccc([N+](=O)[O-])cc3)=NO2)cc1 (stereo unspecified)
    6, 12, -6, 1, -11, 3, -14, -1
- O=C1/C(=C/c2c[nH]c3ccccc23)CCC/C1=C\c1c[nH]c2ccccc12
    -15, -22, -9, 5, -6, 24, 12, 16
- O=C(C1CCCN1S(=O)(=O)c1cccc2nsnc12)N1CCN(c2ccc(F)cc2)CC1 (stereo unspecified)
    -1, -4, -10, -5, -1, -12, 58*, 1
- Cc1ccc(C(=S)N2CCCCCC2)cc1
    -1, -14, 7, 4, -5, 1, 40, 16
- Cc1ccc(OCCCCn2ccnc2C)c(C)c1
    16, -27, 0, -1, 13, 10, 16, 4
- CC1Cc2cc(/C(O)=C3\C(=O)C(=O)N(CCN4CCOCC4)C3c3ccccc3F)ccc2O1 (stereo unspecified)
    -7, 13, 3, -9, -15, -2, -5, -6
- CCCCN(C(=O)c1cc(S(=O)(=O)N2CCCCCC2)ccc1OC)c1ccccc1
    -1, -19, -5, 29, -4, 9, 19, 13
- CCN1CCN(S(=O)(=O)c2ccc(Cl)c(C(=O)N(C)Cc3ccccc3)c2)CC1
    10, 6, 6, -7, -1, 1, 4, 8
- CSCCNC(=O)c1cccc(Cl)c1
    -12, -3, -5, -9, -1, 0, -4, 1
- Cc1ccccc1C(=O)NC(C)C(c1cccs1)N1CCOCC1 (stereo unspecified)
    4, -16, -12, 6, -11, -6, -1, 5
- Cc1cc(C)cc(NC(=S)N2CCN(S(C)(=O)=O)CC2)c1
    19, 6, 0, 3, 0, 0, -3, -3
- CCOc1ccc2nnnn2n1
    -7, 11, 5, -3, 1, 3, 7, 10
- CCN1CCN(CCC(=O)Nc2cccc(C)c2)CC1
    4, 11, 2, -14, 0, -11, 3, 13
- CC(=O)Nc1ccc(S(=O)(=O)Nc2ccc3c(c2)C(=O)OC3)cc1
    7, 15, -6, -15, 8, /, /, /
- O=C(Cc1ccccc1)NC(=S)Nc1ccc2oc(-c3ccccc3F)nc2c1
    -107, -110, -14, 14, 2, 39*, -56, 36
- CN(Cc1ccccc1)C(=O)c1nc[nH]c1C(=O)N1CCc2ccccc2C1
    -1, 18, -17, -4, -12, 8, 25, 7
- COc1cccc(Nc2nc(CC(C)=O)ns2)c1
    -17, -21, -12, -10, 9, -8, -27, -6
- C[C@H](CO)N1C[C@H](C)[C@@H](CN(C)S(C)(=O)=O)Oc2c(NC(=O)c3ccncc3)cccc2C1=O
    -78, 5, 1, 1, 15, 3, -4, 5
- COc1cccc(CNC(=O)Cc2nc3nc(C)cc(C)n3n2)c1
    13, 11, -2, -9, 12, -6, 1, -1
